# KCNK3 inh: human KCNK3 channel inhibition, primary screen; CHO-KCNK3 thallium flux, FluxOR fluorescence; hits give low values; O14649; B-score at 10 µM; 340,000 tested, 0.84% active;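 active means B-score under library mean minus 4 SD, starting fluorescence ratio at most library mean plus 5 SD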;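 further: more negative B-score means stronger inhibition of thallium flux through KCNK3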
# KCNK9 block: inhibitors of human KCNK9 two-pore domain potassium channel | AID 488922 | B-score at 10 µM | 310,000 tested, 1.2% active | HEK293 KCNK9, FluxOR thallium flux fluorescence; hits give low values;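 active means ratio B-score over 3 SD below the library mean, with starting fluorescence within 5 SD of its mean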;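 further: negative B-score means less thallium flux so channel inhibition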
# KCNQ1 block: blocks the human KCNQ1 potassium channel; CHO-K1 KCNQ1, FluxOR thallium flux fluorescence; hits give high values; B-score at 10 µM; 310,000 tested, 1.3% active; AID 2642;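 active means compounds whose thallium flux B-score, printed positive for inhibition, exceeds three library SD while starting fluorescence stays within three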;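 further: channel opened by potassium depolarization with thallium stimulus after 20 min compound exposure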
# RGS4 inh: inhibitors of human RGS4. P49798. HEK293 M3R/RGS4 inducible, Fluo-4 calcium flux; hits give high values; triggered by carbachol at its EC20. B-score at 10 µM. 310,000 tested, 0.45% active;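 active means B-score, a plate-corrected calcium signal, over three deviations above library mean, with baseline fluorescence within five deviations of library mean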;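 further: RGS4 expression induced by doxycycline in cells with stable M3 receptor; B-score is computed from the integrated fluorescence ratio over baseline after carbachol; higher B-score means a larger calcium signal and so more RGS4 inhibition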
# GSK3beta inhib: blocks human GSK3beta kinase activity | P49841 | GST-GSK3beta kinase, ADP-Glo luminescence, 60 min; hits give low values | activity score (negative = inhibition), % at 10 µM | 300,000 tested, 0.038% active;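 active means more than half of replicate wells score below -50%, meaning over 50% inhibition versus plate controls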;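 further: 0% = median DMSO wells and -100% = median GW8510 positive control wells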
#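 Test system: GST-tagged human GSK3beta kinase, cell-free; evaluation: activity score scaled between in-plate DMSO and GW8510 controls; measured by: ADP-Glo luminescence; incubation: 60 min reaction, RT; benchmarks: DMSO and 20 µM GW8510; reagent: peptide substrate plus 25 µM ATP (final); medium: Tris/MgCl2 kinase buffer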
# hERG rescue: hERG (human) protection from proarrhythmic block. CHO-hERG, FluxOR thallium flux, dofetilide IC70 present. activation (rescue from dofetilide block), less the hit threshold, % at 10 µM. 310,000 tested, 0.51% active. AID 1511;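 active means activation above the mean of controls blocked by dofetilide plus 5 SD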;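 further: thallium influx through hERG after potassium depolarization seen as dye fluorescence rise; in these data hits start at about 4.7%; inactives centre near -7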
# Target sequence (Q12809 whole entry, looked up): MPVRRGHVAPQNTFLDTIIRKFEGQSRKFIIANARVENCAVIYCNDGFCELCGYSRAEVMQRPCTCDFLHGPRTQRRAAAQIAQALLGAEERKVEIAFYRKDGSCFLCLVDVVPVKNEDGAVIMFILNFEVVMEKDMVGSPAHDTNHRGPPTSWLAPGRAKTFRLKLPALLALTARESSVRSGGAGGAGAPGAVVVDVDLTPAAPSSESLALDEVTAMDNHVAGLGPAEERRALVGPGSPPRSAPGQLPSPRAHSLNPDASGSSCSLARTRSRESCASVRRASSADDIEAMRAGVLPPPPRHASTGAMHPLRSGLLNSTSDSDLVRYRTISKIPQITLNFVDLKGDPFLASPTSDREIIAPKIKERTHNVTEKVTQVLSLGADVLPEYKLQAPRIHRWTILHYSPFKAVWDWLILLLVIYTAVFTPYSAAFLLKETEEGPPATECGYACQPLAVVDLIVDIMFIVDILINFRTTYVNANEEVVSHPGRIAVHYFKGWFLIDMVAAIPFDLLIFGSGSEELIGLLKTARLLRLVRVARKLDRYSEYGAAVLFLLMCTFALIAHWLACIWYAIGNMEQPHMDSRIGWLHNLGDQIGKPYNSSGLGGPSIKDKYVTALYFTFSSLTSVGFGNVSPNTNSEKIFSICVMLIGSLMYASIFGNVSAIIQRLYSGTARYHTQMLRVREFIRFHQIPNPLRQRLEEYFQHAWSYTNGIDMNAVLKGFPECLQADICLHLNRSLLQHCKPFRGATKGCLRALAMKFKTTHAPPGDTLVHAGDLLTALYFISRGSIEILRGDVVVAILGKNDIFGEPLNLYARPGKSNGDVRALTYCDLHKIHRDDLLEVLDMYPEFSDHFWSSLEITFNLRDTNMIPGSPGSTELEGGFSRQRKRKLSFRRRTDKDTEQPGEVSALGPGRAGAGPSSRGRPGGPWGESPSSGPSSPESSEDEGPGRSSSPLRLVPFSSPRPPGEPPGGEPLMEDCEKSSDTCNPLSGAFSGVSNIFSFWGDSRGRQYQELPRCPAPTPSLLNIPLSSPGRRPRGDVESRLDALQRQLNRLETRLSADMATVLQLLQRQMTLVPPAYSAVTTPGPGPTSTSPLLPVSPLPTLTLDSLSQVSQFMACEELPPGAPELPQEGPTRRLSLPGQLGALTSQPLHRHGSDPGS
# Dyrk1A ADPGlo: blocks rat Dyrk1A kinase activity; Q63470; 310,000 tested, 0.43% active; ADP-Glo luminescence, NFATc1 peptide; inhibition, % at 12.5 µM; AID 504441; in the data active means inhibition above about 50%;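 further: plate controls were vehicle with enzyme for no effect and no enzyme for full effect; many of its hits are not listed in these tables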
# PolyA inh: blocks polyadenylation in yeast reporter cells | S. cerevisiae SKY197-pL101 polyadenylation reporter, beta-gal luminescence; efflux-impaired pdr1/pdr3 knockout yeast; score 100 = 6 SD above DMSO | calls only at 12 µM | 300,000 tested, 0.02% active;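 active means lowest replicate activity score at least 50, where 100 means six control SD above control mean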;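 further: yeast exposed to compound for 9 h at 30 °C; higher score means more reporter readthrough which indicates perturbed polyadenylation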
# RGS4 act: potentiators or activators of RGS4; HEK293 M3R/inducible RGS4, carbachol calcium flux Fluo4; hits give low values; B-score at 10 µM; 310,000 tested, 0.92% active;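 active means B-score of the integrated calcium signal more than 4 SD below the library mean, with starting fluorescence not abnormally high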;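 further: negative B-score means reduced calcium response which marks RGS4 activation or potentiation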
#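 test system = HEK293 cells with stable M3R and inducible RGS4 | schedule = recording 10 s baseline at 1 Hz, 100 s post-agonist | technique = Fluo4-AM (2 µM) calcium-flux fluorescence, kinetic read | measure = Agonist-evoked peak-minus-minimum fluorescence over baseline, integrated ratio, B score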
# KCNQ1 act: human KCNQ1 channel potentiation or activation; P51787; CHO-K1 KCNQ1, thallium flux FluxOR fluorescence; hits give high values; B-score at 10 µM; 310,000 tested, 0.35% active;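 active means fluorescence ratio B-score, a plate-corrected score, at least three library SD, with initial intensity B-score within 5 SD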
#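 Assay system: CHO-K1 cells stably expressing KCNQ1; Medium: assay buffer with matched DMSO; Also added: K+/Tl+ depolarizing stimulus; Dosing: single dose; Timing: dye 90 min, compound 20 min, room temperature; Measured by: kinetic FluxOR thallium fluorescence, 10-s 1-Hz baseline, 110-s post-stimulus read; Read-out: peak-minus-minimum fluorescence over initial fluorescence, negative-control normalized, B-scored.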
# GSK3A inh: human GSK-3 alpha kinase inhibition. P49840. ADP-Glo luminescence, 60 min. inhibition, % at 10 µM. 320,000 tested, 0.1% active;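 in the data active means inhibition above about 50%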;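 further: GST-tagged GSK-3 alpha with peptide substrate and 25 µM ATP; 0% = DMSO neutral wells and 100% = GW8510 positive control wells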
# Numbers without * were called inactive; i = inactive; . = no result given.
SMILES,KCNK3 inh,KCNK9 block,KCNQ1 block,RGS4 inh,GSK3beta inhib,hERG rescue,Dyrk1A ADPGlo,PolyA inh,RGS4 act,KCNQ1 act,GSK3A inh
CN(C)c1ccc(/C=N\S(=O)(=O)c2ccccc2)cc1,i,i,i,i,5,-4,-6,i,i,i,5
COc1ccc(OCCn2cc(/C=C(\C#N)C(=O)NCc3ccco3)c3ccccc32)cc1,i,i,i,i,2,-5,-2,i,i,i,-1
Cc1c(C)n2c3c(cccc13)CC2,i,i,i,i,0,-12,-8,i,i,i,0
NNC(=O)C1COc2cc3ccccc3cc2O1 (stereo not drawn),i,i,i,i,2,-4,.,i,i,i,-2
CCN1CCN(S(=O)(=O)c2ccc(Cl)c(C(=O)Nc3nnc(CC(C)C)s3)c2)CC1,i,i,i,i,-1,-7,1,i,i,i,.
COC(=O)/C(=C(O)\C=C\c1ccccc1[N+](=O)[O-])c1nc2ccccc2[nH]1,i,i,i,i,1,-12,4,i,i,i,1
Cc1cc(C2=NNC(=NC3CCCCC3)SC2)c(C)n1-c1c(C)n(C)n(-c2ccccc2)c1=O,i,i,i,i,-2,-7,1,i,i,i,-5
CC(C)CC(NC(N)=O)C(=O)Nc1ccc(Oc2ccccc2)cc1 (stereo not drawn),i,i,i,i,5,-9,0,i,i,i,0
CCOC(=O)c1[nH]c(=O)[nH]c1CSc1ccccn1,i,i,i,i,-1,-8,6,.,i,i,0
Cc1ccc(CSc2sc(C(=O)c3ccccc3)c(N)c2C#N)cc1,i,-9*,i,i,0,-6,1,i,i,i,.
Cn1nnnc1SCCNC/C=C/c1ccccc1,i,i,i,i,1,-7,-1,i,i,i,-1
COc1ccc(OCC(O)CNC(=O)Nc2cc(C)cc(C)c2)cc1 (stereo not drawn),i,i,i,i,3,-11,-5,i,i,i,-4
CCc1cccc(NC(=O)Cn2ncn3c(cc4ccccc43)c2=O)c1,i,i,i,i,-1,-4,-4,i,i,i,-1
COc1ccc([N+](=O)[O-])cc1/C=N/Nc1nc(N2CCCCC2)nc(N2CCCCC2)n1,i,i,i,4.8*,4,-7,-4,i,i,i,-3
N#Cc1cccc(C(=O)N(CCc2ccccc2)Cc2cccs2)c1,i,i,i,i,.,-16,-5,i,i,i,0
COc1ccc(-c2nnc(SCC(=O)c3cccs3)o2)cc1,i,i,i,i,2,-3,0,i,i,i,0
CC(C)c1ccccc1NC(=O)COC(=O)c1cccnc1,i,i,i,i,3,-6,1,i,i,i,-5
CN1CCN(C(N)=NC(=O)c2ccccc2)CC1,i,i,i,i,-2,-1,2,i,i,i,-2
Cc1ccc(S(=O)(=O)n2nc(-c3cccnc3)nc2N)cc1,i,i,i,i,2,-10,-7,i,i,i,-5
CC1CN(C(=O)C2CCCN2S(=O)(=O)c2ccc(Cl)cc2)CC(C)O1 (stereo not drawn),i,i,i,i,-1,2,0,i,i,i,1
COc1ccc(NS(=O)(=O)c2cccc(C(=O)N3CCN(Cc4cc(OC)ccc4OC)CC3)c2)cc1,i,i,i,i,-1,-11,2,i,i,i,1
OCCN1CCN(c2cc(-c3ccccc3)c3ccccc3n2)CC1,i,i,i,i,0,-8,-6,i,i,i,-1
CC(C)(C)NC(=O)Cn1c(SCC(N)=O)nc2ccccc21,i,i,i,i,-4,-7,3,i,i,i,-2
Cc1cccc(N(CC(=O)NCCc2ccccc2)C(=O)c2csnn2)c1,i,i,i,i,1,-5,-4,i,i,i,-1
O=C(O)c1ccccc1-c1nc2ccccc2c(=O)[nH]1,i,i,i,i,4,-6,-11,i,i,i,-5
CCCCCCCCC(=O)NNC(=O)c1c(O)c2ccccc2n(CC)c1=O,i,i,i,i,-2,-5,-3,i,i,i,0
CCOC(=O)C1C(=O)OC(C)(C)C1C(C)C(=O)c1ccccc1 (stereo not drawn),i,i,i,i,1,-5,-4,i,i,i,-3
COc1ccc(OC)c(Nc2ncnc3ccccc23)c1,i,i,i,i,0,-11,7,i,i,i,1
CCOC(=O)N1CCC(n2c(=S)[nH]c3cc(OCC)c(OCC)cc3c2=O)CC1,i,i,i,i,-1,-8,5,i,i,i,.
CCc1c(C)nc(N)c(C#N)c1-c1ccccc1,i,i,i,i,-1,-3,-2,i,i,i,11
CCCC(C(=O)NC1CCCC1)N(Cc1ccccc1)C(=O)c1snc(C(N)=O)c1N (stereo not drawn),i,i,i,i,1,-12,9,i,i,i,0
Clc1ccccc1-c1csc(Nc2cccnc2)n1,i,i,i,i,0,-8,0,i,i,i,-2
O=C1c2ccccc2NC(c2ccco2)N1NS(=O)(=O)c1ccccc1 (stereo not drawn),i,i,i,i,2,-10,-5,i,i,i,2
O=C(COc1ccc(Cl)cc1Cl)Nc1cccc(-c2ccc(N3CCOCC3)nn2)c1,i,i,i,i,1,-5,5,i,i,i,.
N#CC(c1ccccn1)c1ncc(C(F)(F)F)cc1Cl (stereo not drawn),i,i,i,i,-2,-10,-4,i,i,i,3
CC(=O)Nc1ccc(C(=O)Nc2ccc(S(=O)(=O)N3CCOCC3)cc2)cc1,i,i,i,i,1,-6,-2,i,i,i,2
CC(SC#N)C(=O)C12CC3CC(CC(C3)C1)C2 (stereo not drawn),i,i,i,i,-1,-10,-1,i,i,i,.
CCN(CC)C(=O)CSc1nc2ccccc2c(=O)n1OC(C)C,i,i,i,i,-2,-17,12,i,i,i,4
CCOC(=O)c1c(CN2CCN(CCO)CC2)n(C)c2cc(Br)c(OC)cc12,i,i,i,i,-2,-15,8,i,i,i,10
Cc1c(C(=O)Nc2ccc3c(c2)OCCO3)sc2nc(-c3ccccc3)cn12,i,i,i,i,0,-7,-9,i,i,i,0

# In a second layout: entries from further up
smiles | KCNK3 inh | KCNK9 block | KCNQ1 block | RGS4 inh | GSK3beta inhib | hERG rescue | Dyrk1A ADPGlo | PolyA inh | RGS4 act | KCNQ1 act | GSK3A inh
COc1ccc(OC)c(Nc2ncnc3ccccc23)c1 | i | i | i | i | 0 | -11 | 7 | i | i | i | 1
CC(C)(C)NC(=O)Cn1c(SCC(N)=O)nc2ccccc21 | i | i | i | i | -4 | -7 | 3 | i | i | i | -2
Cc1c(C(=O)Nc2ccc3c(c2)OCCO3)sc2nc(-c3ccccc3)cn12 | i | i | i | i | 0 | -7 | -9 | i | i | i | 0
CC(SC#N)C(=O)C12CC3CC(CC(C3)C1)C2 (stereo not drawn) | i | i | i | i | -1 | -10 | -1 | i | i | i | .
N#CC(c1ccccn1)c1ncc(C(F)(F)F)cc1Cl (stereo not drawn) | i | i | i | i | -2 | -10 | -4 | i | i | i | 3
Cc1cccc(N(CC(=O)NCCc2ccccc2)C(=O)c2csnn2)c1 | i | i | i | i | 1 | -5 | -4 | i | i | i | -1

# Further records follow:
SMILES,KCNK3 inh,KCNK9 block,KCNQ1 block,RGS4 inh,GSK3beta inhib,hERG rescue,Dyrk1A ADPGlo,PolyA inh,RGS4 act,KCNQ1 act,GSK3A inh
C[C@H](NC(=O)c1cc2c([nH]c3ccccc32)c(-c2ccccc2)n1)C(=O)O,i,i,i,i,-1,-9,-2,i,i,i,0
C/C(=N/NC(=O)CNC(=O)COc1ccccc1)c1ccc(Cl)cc1,i,i,i,i,3,-7,0,i,i,i,3
Cc1ccnc(OC(C(=O)O)C(OCc2ccccc2)(c2ccccc2)c2ccc(C(F)(F)F)cc2)n1 (stereo not drawn),i,i,i,i,7,-11,-10,i,i,i,0
CCOc1ccc(NC(=S)NC2CC3CCC(C2)N3Cc2ccco2)cc1 (stereo not drawn),i,-7.2*,i,i,1,-18,7,i,i,i,1
Cc1nc(-c2cccc(S(=O)(=O)N3CCCCC3)c2)cs1,i,i,i,i,0,-14,2,i,i,i,-1
CCOc1ccc(S(=O)(=O)c2c(C(=O)c3ccc(C)cc3)cnc3cc4c(cc23)OCCO4)cc1,i,i,i,i,1,-5,-5,i,i,i,-1
Cc1cccc(C)c1NC(=O)CNC(=O)c1cccnc1,i,i,i,i,1,-7,-4,i,i,i,-2
CC(C)CCn1c(Sc2nc3ccccc3s2)nc2c1c(=O)[nH]c(=O)n2C,i,i,i,i,2,-14,3,i,i,i,0
CC(=O)Nc1ccc(/C=C/c2noc(-c3ccccc3O)n2)cc1,i,i,i,i,0,-9,1,i,i,i,0
O=C(N1CCOCC1)N1CCN(c2nc(-c3ccc(F)cc3)cs2)CC1,i,i,i,i,-3,-9,1,i,i,i,4
CC1CCC(NC(=O)Cn2c(=O)[nH]c3ccsc3c2=O)CC1 (stereo not drawn),i,i,i,i,2,-7,17,i,i,i,-2
CCOc1ccc(-c2cc(N)n(S(=O)(=O)c3ccc(OC)c(OC)c3)n2)cc1,i,i,i,i,0,-11,3,i,i,i,-1
CN1CCN(C(=S)c2cn(Cc3ccccc3)c3ccccc23)CC1,i,i,i,i,3,-11,-6,i,i,i,-1
CC(=O)c1nn(-c2ccc(C)cc2)cc1C(=O)c1cccc(Br)c1,i,i,i,i,-1,-4,0,i,i,i,-2
Cc1ccccc1OCC(=O)N/N=C/c1cn(C)c2ccccc12,i,i,i,i,0,-2,.,i,i,i,-1
CC1(C)CC(C(CC(=O)O)c2ccccc2)CCO1 (stereo not drawn),i,i,i,i,-1,-4,.,i,i,i,-2
COC(=O)c1ccc(/C=N/OCC(=O)NCc2ccc(F)cc2)cc1,i,i,i,i,-2,-5,-1,i,i,i,-2
O=C(NCCCn1ccnc1)c1cc([N+](=O)[O-])cc([N+](=O)[O-])c1,i,i,i,i,3,-11,.,i,i,i,-2
CC(=O)c1cccc(NCC(=O)Nc2cccc(S(=O)(=O)N3CCCCC3)c2)c1,i,i,i,i,3,-14,-1,i,i,i,0
Cc1c(NC(=O)c2ccco2)cccc1C(=O)NN1C(=O)c2ccccc2C1=O,i,i,i,i,2,-6,-4,i,i,i,-3

# A portion of the library; the hit share may differ from the screen's.
